Screening results deposited in PubChem by several laboratories.
SIAE primary = inhibitors of human sialic acid acetylesterase SIAE; SIAE FP-Rh probe binding, fluorescence polarization; Q9HAT2; AID 1053197; 370,000 compounds, 0.69% hits; inhibition, % at 9.66 µM;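 active = inhibition above a cutoff: mean of compounds within the control limits plus 3 SD of those, cut at about 17% in these data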;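 note: 0% = plate median of compound wells and 100% = probe without SIAE protein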
rCAG RNA binder = binds r(CAG) RNA repeats | r(CAG) RNA repeat, TO-PRO-1 dye displacement fluorescence | inhibition, % at 3 µM | 370,000 compounds, 1.3% hits;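 active = inhibition above the plate cutoff, the mean of all test compounds on that plate plus 3 SD, cut at about 35% in these data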;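 note: 0% = DMSO alone and 100% = 100 µM mitoxantrone as full dye displacement; higher means more dye released from RNA so lower well fluorescence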
TCR-CD3 inh = human TCR-CD3 binding inhibition. TAMRA-labeled TCR probe fluorescence, biochemical. inhibition, % at 9.4 µM. 360,000 compounds, 0.37% hits; in the data active = inhibition above about 19%;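 note: recombinant mutant TCR 2C K166C tagged with TAMRA read by polarization; 0% = receptor in buffer alone and 100% = receptor with positive control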
GC-A act = GC-A (human) enzyme activation. AID 1671463. HEK293 GC-A cells, cGMP TR-FRET, EC30 ANP; 0% at EC30 ANP, 100% saturating ANP. P16066. activation, % at 10 µM. 370,000 compounds, 0.14% hits; in the data active = activation above about 40%
UHRF1 MBD2 ctr = blocks human UHRF1 binding to methylated DNA; Q96T88; UHRF1 binding to methylated oligo, TR-FRET; inhibition, % at 4.4 µM; 370,000 compounds, 0.75% hits; AID 687016; in the data active = inhibition above about 21%;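 note: UHRF1 SRA domain binding a hemimethylated CpG hairpin DNA probe; 0% = median of test compound wells and 100% = reference inhibitor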
NPR2 activator = GC-B (human) receptor activation. P20594. HEK293-GC-B cells, CNP EC30, cGMP TR-FRET; 0% at EC30 CNP, 100% saturating CNP. activation, % at 10 µM. 370,000 compounds, 0.11% hits;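 active = activation at 10 µM reaching about 35% in either raw or pattern-adjusted values, limit read from the data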
MBD2 DNA inh = inhibitors of human MBD2 binding to methylated oligonucleotide; TR-FRET; 370,000 compounds, 0.31% hits; inhibition, % at 4.4 µM; in the data active = inhibition above about 13%
HTRA1 inhibitor = inhibitors of human serine peptidase HTRA1; Q92743; recombinant HTRA1, FP-rhodamine activity-based probe, fluorescence polarization; inhibition, % at 5.96 µM; 340,000 compounds, 0.5% hits; in the data active = inhibition above about 36%;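 note: 0% = enzyme with DMSO and 100% = wells lacking enzyme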
Target sequence (Q92743 whole entry, looked up): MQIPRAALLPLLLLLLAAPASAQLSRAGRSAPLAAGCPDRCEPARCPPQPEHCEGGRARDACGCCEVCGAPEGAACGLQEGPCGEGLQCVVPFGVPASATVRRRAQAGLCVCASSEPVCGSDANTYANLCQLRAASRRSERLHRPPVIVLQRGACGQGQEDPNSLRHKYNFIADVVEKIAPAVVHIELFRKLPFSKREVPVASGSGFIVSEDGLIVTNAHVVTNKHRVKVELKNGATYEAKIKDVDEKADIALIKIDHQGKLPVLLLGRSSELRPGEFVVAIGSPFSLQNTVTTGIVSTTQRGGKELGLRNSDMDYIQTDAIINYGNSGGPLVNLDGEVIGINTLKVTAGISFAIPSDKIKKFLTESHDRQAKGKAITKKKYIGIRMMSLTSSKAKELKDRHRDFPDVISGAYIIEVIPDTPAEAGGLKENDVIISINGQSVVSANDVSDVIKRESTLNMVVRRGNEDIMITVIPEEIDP
mABHD4 FP = inhibitors of mouse ABHD4; 370,000 compounds, 0.54% hits; inhibition, % at 8.92 µM; purified mABHD4, FP-Rh probe fluorescence polarization; Q8VD66;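 active = inhibition exceeding the mean over every tested compound plus 3 SD, cut at about 30% in these data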;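 note: 0% = plate median of compound wells and 100% = S159A mutant with DMSO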
Target sequence (Q8VD66 whole entry, looked up): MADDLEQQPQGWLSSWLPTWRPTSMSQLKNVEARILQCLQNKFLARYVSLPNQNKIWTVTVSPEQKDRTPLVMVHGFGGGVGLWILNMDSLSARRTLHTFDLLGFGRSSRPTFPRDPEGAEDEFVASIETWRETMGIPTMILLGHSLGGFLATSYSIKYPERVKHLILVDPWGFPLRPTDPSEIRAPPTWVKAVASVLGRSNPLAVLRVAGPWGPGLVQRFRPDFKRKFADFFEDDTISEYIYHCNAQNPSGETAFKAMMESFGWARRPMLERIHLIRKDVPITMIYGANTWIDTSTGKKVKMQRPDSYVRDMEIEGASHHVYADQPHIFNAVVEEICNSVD
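Test system: mABHD4 protein | Buffer or medium: HEPES pH 7.0 buffer, 150 mM NaCl, 0.01% Pluronic F-127 | Probe or stimulus: FP-Rh fluorescent activity-based probe, added after compound pre-incubation | Timing: Pre-incubation 45 min, probe exposure 60 min, at 25 °C | Technique: Fluorescence polarization, excitation 525 nm, emission 598 nm, BODIPY TMR filters | Repeats: Single well per compound (singlicate)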
PRMT1 inh = blocks human protein arginine methyltransferase 1 | Q99873 | recombinant PRMT1, activity-based probe fluorescence polarization | inhibition, % at 2.79 µM | 370,000 compounds, 1.3% hits | AID 652257;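 active = inhibition above about 21% made by adding two undisclosed values, limit read from the data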
Numbers without * were called inactive; / = not tested or not shown.

#1 C=CC[C@@H]1NN2C(=O)[C@@H](CCCC)[C@@H]3c4cc5ccccc5cc4C=NN3[C@@H]2c2cc3ccccc3cc21
#2 Cc1ccc2nc3n(c(=O)c2c1)CCCCC3
#3 CN(C)CCCNC(=O)C(=O)Nc1cc2c3c(c1)CC(=O)N3CCC2
#4 Cc1ccccc1NC(=O)c1cccc(OCc2c(C)noc2C)c1
#5 CCCCN(Cc1cc2cc(OC)ccc2[nH]c1=O)C(=O)c1ccco1

Assay by compound	1	2	3	4	5
TCR-CD3 inh	/	4	-1	4	-6
UHRF1 MBD2 ctr	0	11	-2	1	3
MBD2 DNA inh	0	3	0	2	6
PRMT1 inh	1	-2	0	-1	24*
rCAG RNA binder	9	1	2	-5	3
GC-A act	1	-7	4	0	-6
SIAE primary	-8	-11	1	-12	-2
NPR2 activator	2	-5	5	-1	-5
HTRA1 inhibitor	/	5	5	-5	-5
mABHD4 FP	0	-9	2	5	-7

#6 CCc1ccc(-n2c(=O)c3ccccc3n(CC(=O)C(C)(C)C)c2=O)cc1
#7 CCc1ccc(CN(C(=O)c2ccco2)C2CCS(=O)(=O)C2)cc1 (stereo not given)
#8 O=C(NCc1ccccc1)c1cc(C2CCCN(C(=O)c3cccs3)C2)on1 (stereo not given)
#9 COc1ccccc1OC(C)C(=O)Nc1nc(-c2ccc(S(=O)(=O)N3CCOCC3)cc2)cs1 (stereo not given)
#10 O=C(c1ccco1)N1CCN(Cc2nnc(-c3cccc(Cl)c3)o2)CC1

Assay by compound	6	7	8	9	10
TCR-CD3 inh	5	-4	-6	8	1
UHRF1 MBD2 ctr	13	2	1	1	-2
MBD2 DNA inh	-4	-6	1	-6	1
PRMT1 inh	1	0	1	-2	4
rCAG RNA binder	-1	0	0	3	-4
GC-A act	2	2	1	-2	5
SIAE primary	5	6	0	-14	-8
NPR2 activator	-1	-3	-1	-7	4
HTRA1 inhibitor	4	4	/	-31	3
mABHD4 FP	-1	1	-5	-19	-3

#11 COc1ccccc1CNc1nc(SC)ncc1CO
#12 Cc1c(C(=O)Nc2ccc3c4c(cccc24)CC3)cccc1[N+](=O)[O-]
#13 COc1cc(CNCc2cccnc2)ccc1OCC(=O)NC1CCCCC1
#14 CCOc1c(Br)cc(Br)cc1/C=C1\SC(N)=NC1=O
#15 CN(c1ccccc1)S(=O)(=O)c1ccc(Cl)c(C(=O)Nc2nc3ccccc3[nH]2)c1

Assay by compound	11	12	13	14	15
TCR-CD3 inh	-2	-2	2	5	3
UHRF1 MBD2 ctr	-4	1	2	-1	0
MBD2 DNA inh	3	1	-2	-3	-4
PRMT1 inh	3	0	-8	-2	-2
rCAG RNA binder	-1	3	1	7	7
GC-A act	1	2	0	-4	-1
SIAE primary	1	-9	-2	5	-2
NPR2 activator	3	2	-4	-2	1
HTRA1 inhibitor	5	-5	3	1	-21
mABHD4 FP	-1	4	-4	3	-19

#16 CN(C)c1nc(Nc2ccccc2)nc(Oc2ccc(=O)[nH]n2)n1
#17 CCOC(=O)c1c(C)[nH]c(C)c1S(=O)(=O)N1CCN(c2ccc([N+](=O)[O-])cc2)CC1
#18 Nc1cccc2[nH]c(C(F)(F)F)nc12
#19 COc1cc(/C=C/C(=O)NCc2ccccn2)cc(OC)c1OC
#20 CCCc1cc(CNC(=O)C2CCC(=O)N(CCc3cccc(F)c3)C2)on1 (stereo not given)

Assay by compound	16	17	18	19	20
TCR-CD3 inh	5	-1	-22	0	10
UHRF1 MBD2 ctr	0	1	2	-7	0
MBD2 DNA inh	5	-2	-1	-7	-7
PRMT1 inh	-1	-1	7	-2	-2
rCAG RNA binder	-5	6	70*	3	-1
GC-A act	0	-13	-1	3	-4
SIAE primary	-2	-1	1	5	-8
NPR2 activator	-2	-5	0	-2	0
HTRA1 inhibitor	-1	-12	25	3	3
mABHD4 FP	3	12	-5	2	-10

#21 Cc1cc(C)c(C)c(S(=O)(=O)Nc2ccc(C(N)=O)cc2)c1C
#22 O=C(Nc1ccc(Br)cc1)N1CCCC(O)C1 (stereo not given)
#23 Cn1cccc1C(=O)NNC(=O)c1ccccc1Br
#24 Cc1cccc(C)c1NS(=O)(=O)c1c(C(=O)N2CCCCC2)c(C)n(C)c1C
#25 CCOc1ccc(NC(=O)CSc2nc3nc4c(cc3c(=O)n2CC)COC(C)(C)C4)cc1

Assay by compound	21	22	23	24	25
TCR-CD3 inh	2	-6	12	1	-4
UHRF1 MBD2 ctr	6	3	1	0	0
MBD2 DNA inh	4	3	2	-2	-3
PRMT1 inh	4	4	0	-3	0
rCAG RNA binder	-2	3	3	-4	-4
GC-A act	-2	-1	2	0	-1
SIAE primary	1	2	-1	4	-8
NPR2 activator	-3	1	0	-1	6
HTRA1 inhibitor	0	-3	2	5	/
mABHD4 FP	1	8	-3	-8	3

#26 C=CCNC(=O)/C(=C/c1ccc(Br)cc1)NC(=O)c1ccccc1OC
#27 O=C(O)c1ccc(N=NNc2cccc([N+](=O)[O-])c2)cc1
#28 Cc1nc(NC(=O)c2c(-c3ccccc3Cl)noc2C)sc1C
#29 COc1ccc(-c2coc3c(C(=O)NCCN(C)C)cccc23)c(C)c1
#30 CC(=O)Nc1ccc(S(=O)(=O)N2CCN(c3ccc(C)c(Cl)c3)CC2)cc1

Assay by compound	26	27	28	29	30
TCR-CD3 inh	7	12	5	3	3
UHRF1 MBD2 ctr	0	-7	-1	0	-3
MBD2 DNA inh	0	-3	-1	-1	-1
PRMT1 inh	1	0	2	-3	-2
rCAG RNA binder	-5	7	2	1	4
GC-A act	-8	6	5	-2	-2
SIAE primary	-2	-3	-9	-2	1
NPR2 activator	4	-2	1	0	1
HTRA1 inhibitor	-5	-6	-5	/	2
mABHD4 FP	0	6	7	7	-12

#31 Cc1ccc(C)c(NC(=O)c2ccc3ccccc3n2)c1
#32 O=C(Nc1ccc2c(c1)OCO2)c1c(F)cccc1F
#33 Cc1nn(C)cc1S(=O)(=O)NC1CCCC1
#34 Cn1cccc1Cc1nnc(SCC(=O)NCC2CCCO2)n1-c1ccc(F)cc1 (stereo not given)
#35 COc1ccc(NC(=O)COC(=O)c2cccn2C)cc1S(=O)(=O)N1CCCCC1

Assay by compound	31	32	33	34	35
TCR-CD3 inh	-4	-10	-1	3	5
UHRF1 MBD2 ctr	5	0	1	-2	2
MBD2 DNA inh	2	7	4	1	-1
PRMT1 inh	7	3	0	-6	-3
rCAG RNA binder	1	-1	-1	0	6
GC-A act	-6	-3	-1	-1	-1
SIAE primary	-2	-5	5	6	-4
NPR2 activator	-5	-1	3	1	7
HTRA1 inhibitor	-11	5	3	2	-4
mABHD4 FP	-5	-17	-3	-2	-5

#36 COc1ccc(OC)c(S(=O)(=O)NCc2cn3cccc(C)c3n2)c1
#37 CC(C)CNC(=O)C1CCN(c2ccc(S(=O)(=O)N3CCOCC3)cc2)CC1
#38 O=c1c2[nH]c3ccccc3c2ncn1CCN1CCNCC1
#39 CNc1cnc(-c2ccccc2OC)cn1
#40 CCOC(=O)c1ccc(NCCOC)c([N+](=O)[O-])c1

Assay by compound	36	37	38	39	40
TCR-CD3 inh	-3	1	-5	-8	7
UHRF1 MBD2 ctr	2	4	1	6	-5
MBD2 DNA inh	-2	-3	2	6	-12
PRMT1 inh	-1	0	-1	1	2
rCAG RNA binder	-1	-5	1	-1	-1
GC-A act	2	4	2	-1	2
SIAE primary	3	5	3	4	0
NPR2 activator	-1	2	-3	4	1
HTRA1 inhibitor	2	0	1	/	3
mABHD4 FP	-4	-3	5	8	-5

From compound 23 as far as 37, as listed above:
#23 Cn1cccc1C(=O)NNC(=O)c1ccccc1Br
#24 Cc1cccc(C)c1NS(=O)(=O)c1c(C(=O)N2CCCCC2)c(C)n(C)c1C
#25 CCOc1ccc(NC(=O)CSc2nc3nc4c(cc3c(=O)n2CC)COC(C)(C)C4)cc1
#26 C=CCNC(=O)/C(=C/c1ccc(Br)cc1)NC(=O)c1ccccc1OC
#27 O=C(O)c1ccc(N=NNc2cccc([N+](=O)[O-])c2)cc1
#28 Cc1nc(NC(=O)c2c(-c3ccccc3Cl)noc2C)sc1C
#29 COc1ccc(-c2coc3c(C(=O)NCCN(C)C)cccc23)c(C)c1

Assay by compound	23	24	25	26	27	28	29
TCR-CD3 inh	12	1	-4	7	12	5	3
UHRF1 MBD2 ctr	1	0	0	0	-7	-1	0
MBD2 DNA inh	2	-2	-3	0	-3	-1	-1
PRMT1 inh	0	-3	0	1	0	2	-3
rCAG RNA binder	3	-4	-4	-5	7	2	1
GC-A act	2	0	-1	-8	6	5	-2
SIAE primary	-1	4	-8	-2	-3	-9	-2
NPR2 activator	0	-1	6	4	-2	1	0
HTRA1 inhibitor	2	5	/	-5	-6	-5	/
mABHD4 FP	-3	-8	3	0	6	7	7

#30 CC(=O)Nc1ccc(S(=O)(=O)N2CCN(c3ccc(C)c(Cl)c3)CC2)cc1
#31 Cc1ccc(C)c(NC(=O)c2ccc3ccccc3n2)c1
#32 O=C(Nc1ccc2c(c1)OCO2)c1c(F)cccc1F
#33 Cc1nn(C)cc1S(=O)(=O)NC1CCCC1
#34 Cn1cccc1Cc1nnc(SCC(=O)NCC2CCCO2)n1-c1ccc(F)cc1 (stereo not given)
#35 COc1ccc(NC(=O)COC(=O)c2cccn2C)cc1S(=O)(=O)N1CCCCC1
#36 COc1ccc(OC)c(S(=O)(=O)NCc2cn3cccc(C)c3n2)c1

Assay by compound	30	31	32	33	34	35	36
TCR-CD3 inh	3	-4	-10	-1	3	5	-3
UHRF1 MBD2 ctr	-3	5	0	1	-2	2	2
MBD2 DNA inh	-1	2	7	4	1	-1	-2
PRMT1 inh	-2	7	3	0	-6	-3	-1
rCAG RNA binder	4	1	-1	-1	0	6	-1
GC-A act	-2	-6	-3	-1	-1	-1	2
SIAE primary	1	-2	-5	5	6	-4	3
NPR2 activator	1	-5	-1	3	1	7	-1
HTRA1 inhibitor	2	-11	5	3	2	-4	2
mABHD4 FP	-12	-5	-17	-3	-2	-5	-4

#37 CC(C)CNC(=O)C1CCN(c2ccc(S(=O)(=O)N3CCOCC3)cc2)CC1

Assay by compound	37
TCR-CD3 inh	1
UHRF1 MBD2 ctr	4
MBD2 DNA inh	-3
PRMT1 inh	0
rCAG RNA binder	-5
GC-A act	4
SIAE primary	5
NPR2 activator	2
HTRA1 inhibitor	0
mABHD4 FP	-3

Further entries:
#41 CC(C)(C)C(=O)c1c(N)[nH]c(C(=O)c2ccccc2)c1-c1ccc(Cl)cc1Cl
#42 COc1ccc(C(O)c2nc(-c3ccc(OC)c(OC)c3)cs2)cc1 (stereo not given)
#43 CCCC(C(=O)NC(C)(C)C)N(Cc1ccccc1)C(=O)c1snc(C(N)=O)c1N (stereo not given)
#44 CC(C)COP(=O)(c1ccc(N(C)C)cc1)C(O)c1cccnc1 (stereo not given)
#45 COc1ccccc1NC(=O)/C(=C/c1ccncc1)NC(=O)c1ccccc1

Assay by compound	41	42	43	44	45
TCR-CD3 inh	1	-11	1	-2	9
UHRF1 MBD2 ctr	-2	1	1	4	-2
MBD2 DNA inh	-3	2	-5	9	5
PRMT1 inh	2	-3	2	8	0
rCAG RNA binder	5	1	-2	-9	-1
GC-A act	-11	0	-20	2	-2
SIAE primary	-14	3	3	-5	3
NPR2 activator	-2	-1	-7	-1	-3
HTRA1 inhibitor	/	/	-6	6	2
mABHD4 FP	-14	-9	0	-11	-2

Some of the compounds tested (hit frequency here may not be typical).
